Compound activity deposited in PubChem by several laboratories.
SKN-1 inh – inhibitors of C. elegans SKN-1; AID 624304; actives 0.49% (n = 360,000); C. elegans VP596 Pgst-4::GFP/RFP ratio, acrylamide-induced, 24 h; inhibition, % at 21.8 µM;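 active = interference check ratio from 0.5 to 1.5 plus GFP to RFP signal ratio inhibition reaching or exceeding a fixed threshold, cut at about 30% in these data, passing the limit was not always enough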; note: some compounds called inactive have numbers as strong as hits
FAS TE block – inhibitors of human fatty acid synthase thioesterase domain. recombinant FAS-TE, OMFH fluorogenic substrate, fluorescence endpoint. inhibition, % at 15 µM. actives 0.67% (n = 360,000);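 active = compounds whose normalised, plate-corrected inhibition of enzyme fluorescence in the single-dose primary screen is 50% or more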;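 note: 0% = DMSO with enzyme and 100% = substrate without enzyme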
eLon inh – E. coli protease La inhibition; P0A9M0; purified E. coli Lon protease, fluorescence polarization; inhibition, % at 7.94 µM; actives 0.42% (n = 360,000); AID 602123; in the data active = inhibition above about 13%, passing the limit was not always enough;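 note: 0% = enzyme with probe and DMSO and 100% = no enzyme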
MT1-MMP act inh – MT1-MMP (human) activation inhibition; P50281; GFP/RFP ratio change, % at 20 µM; HT1080 RFP-PRO-GFP cells, GFP/RFP ratio fluorescence, overnight; percent of plate control window, DMSO zero; actives 0.061% (n = 360,000); AID 651647;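 active = GFP/RFP ratio change of at least 30% with cell ATP level not reduced by more than half and red fluorescence within 50% of control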; note: strong numbers were not always called active
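Assay system: RFP-PRO-GFP reporter HT1080 cells; read-out basis: GFP/RFP fluorescence ratio; benchmarks: DMSO wells and RFP-L50D-GFP cells; doses: 20 µM single dose, 1% DMSO; schedule: overnight cell settling, then overnight compound exposure, 37 °C, 5% CO2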
NRP1-CendR mod – NRP-1/CendR interaction modulation | O14786 | FAM-RPARPAR peptide binding to NRP-1, fluorescence polarization | inhibition, % at 25 µM | actives 0.85% (n = 360,000) | AID 602438;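 active = inhibition or corrected inhibition above about 18%, plus a signal ratio from 0.5 to 1.5, limit read from the data, passing the limit was not always enough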; note: strong numbers were not always called active
MsrA inh – inhibits bovine methionine sulfoxide reductase A; purified bovine MsrA, absorbance read-out; inhibition, % at 15.5 µM; actives 0.75% (n = 360,000); AID 651718; in the data active = inhibition above about 4.5%;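 note: 0% = vehicle wells with enzyme and 100% = reference inhibitor wells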
Neddylation inh – blocks human cullin neddylation. calls only at 25 µM. actives 0.58% (n = 360,000). TR-FRET cullin neddylation, biochemical. P61081+Q13564; in the data active = inhibition above about 36%
Target sequence (P61081 whole entry, looked up): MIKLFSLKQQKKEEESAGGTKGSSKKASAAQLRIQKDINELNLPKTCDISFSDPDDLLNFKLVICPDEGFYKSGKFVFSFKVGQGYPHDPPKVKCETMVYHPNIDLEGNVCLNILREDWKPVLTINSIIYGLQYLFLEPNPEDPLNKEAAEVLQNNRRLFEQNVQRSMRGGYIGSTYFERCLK
Target sequence (Q13564 whole entry, looked up): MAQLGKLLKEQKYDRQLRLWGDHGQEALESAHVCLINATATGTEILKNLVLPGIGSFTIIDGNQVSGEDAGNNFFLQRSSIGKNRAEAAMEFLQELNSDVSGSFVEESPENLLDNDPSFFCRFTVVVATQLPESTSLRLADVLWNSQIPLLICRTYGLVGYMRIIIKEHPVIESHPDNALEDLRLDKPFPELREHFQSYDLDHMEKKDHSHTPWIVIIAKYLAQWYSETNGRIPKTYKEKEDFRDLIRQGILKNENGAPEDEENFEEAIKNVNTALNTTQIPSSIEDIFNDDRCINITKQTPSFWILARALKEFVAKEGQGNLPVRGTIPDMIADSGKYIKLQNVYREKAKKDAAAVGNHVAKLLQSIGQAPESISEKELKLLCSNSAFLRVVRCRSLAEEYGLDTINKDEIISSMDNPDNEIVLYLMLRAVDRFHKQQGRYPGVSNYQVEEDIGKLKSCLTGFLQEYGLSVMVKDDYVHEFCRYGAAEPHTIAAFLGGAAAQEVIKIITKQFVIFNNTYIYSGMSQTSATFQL
MsrA act – activates bovine MsrA enzyme | purified bovine MsrA, absorbance read-out | activation, % at 10.6 µM | actives 0.3% (n = 360,000) | AID 602163; in the data active = activation above about 7.5%;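 note: 0% = vehicle and 100% = reference activator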
Rin1 Abl inh – inhibitors of human Rin1-Abl protein interaction | P00519+Q13671 | TR-FRET Rin1/Abl binding, biochemical | inhibition, % at 7.35 µM | actives 0.4% (n = 360,000) | AID 588664; in the data active = inhibition above about 5%, passing the limit was not always enough
* marks the source's active call; other numbers are inactive results; i = inactive; · = no result given.

item	Compound	SKN-1 inh	FAS TE block	eLon inh	MT1-MMP act inh	NRP1-CendR mod
1	O=[N+]([O-])c1cccc(-c2ccc(/C=N/NC(=S)Nc3ccccc3)o2)c1	1	29	-11	-2	8
2	Cc1ccc(-c2nnc3ccc(SC(C)C(=O)O)nn23)cc1 (stereo not drawn)	-5	-6	1	1	-1
3	CCn1c(=O)c2cc(C(=O)Nc3cccc(C(C)=O)c3)sc2c2ccccc21	3	-4	3	4	-12
4	CC(OC(=O)C1CCC(=O)N1)C(=O)Nc1cc(Cl)cc(Cl)c1 (stereo not drawn)	-2	-10	-7	0	-1
5	CC(C)(C)c1ccc(C(=O)Nc2ccc(F)cc2)s1	6	12	9	1	9
6	Cc1ccc(/C=C/C(=O)Nc2cccc3ncccc23)o1	8	-3	-1	-31	-13
7	COc1ccccc1CCC(=O)Nc1ccc2c(c1)CN(CCCn1cccn1)CC2	-11	-4	-7	1	4
8	COc1cccc(NC(=O)c2sc(Cl)nc2C)c1	14	-1	-4	4	-4
9	CC(NS(=O)(=O)c1ccccc1)C(=O)Nc1ccc2c(c1)OCCO2 (stereo not drawn)	6	-9	-15	0	1
10	O=C(Cn1cnc2c(cnn2-c2ccc(F)cc2)c1=O)NCc1ccco1	-1	-5	-9	0	-1

item	MsrA inh	Neddylation inh	MsrA act	Rin1 Abl inh
1	1.9	i	0	2
2	1.2	i	2	-1
3	-2.0	·	-3	-1
4	-0.5	i	-2	-3
5	-0.5	i	-7	-2
6	0.7	i	-6	3
7	-0.3	i	-3	-1
8	0.7	i	-2	0
9	1.2	i	0	3
10	0.1	i	1	-2

Additional entries follow.
item	Compound	SKN-1 inh	FAS TE block	eLon inh	MT1-MMP act inh	NRP1-CendR mod
11	CC(C)(C)c1ccc(C(=O)NC2CCS(=O)(=O)C2)cc1 (stereo not drawn)	14	-8	-1	-1	2
12	O=C(Nc1ccc(O)c2c(=O)cc(-c3ccccc3Cl)oc12)c1ccccc1Cl	-6	3	-5	-3	4
13	CC(C)Nc1nc(NC(C)(C)C)nc(Oc2ccc(=O)n(-c3ccccc3)n2)n1	-13	0	5	-1	-4
14	O=C(CNC(c1ccccc1)c1ccccc1)NCc1ccccc1Cl	9	12	1	0	-2
15	COc1cccc(C(=O)CN2CCC(NC(=O)NC3CCCCC3)CC2)c1	12	-9	6	2	-21
16	CC1CN(S(=O)(=O)c2ccc(C(=O)Nc3nnc(-c4ccccn4)o3)cc2)CC(C)O1 (stereo not drawn)	10	-4	-5	3	-1
17	Cc1nn(-c2ccccc2)c2[nH]c(=O)c(CNc3ccc(N4CCOCC4)cc3)cc12	7	-8	-4	-1	-14
18	CNC(=O)CSc1nnc(SCCC(=O)O)s1	-12	-10	-5	0	-13
19	CC(NC(=O)C(C)N1C(=O)C2C3CC(C(Br)C3Br)C2C1=O)c1ccccc1 (stereo not drawn)	2	11	4	-4	2
20	Cc1ccc(Oc2cnn(-c3ccccc3)c(=O)c2Br)cc1	-3	11	0	0	4

item	MsrA inh	Neddylation inh	MsrA act	Rin1 Abl inh
11	-0.9	i	-1	1
12	1.9	i	-3	0
13	-0.2	i	-2	3
14	-0.1	i	-3	1
15	0.1	i	-6	-7
16	3.5	i	-6	2
17	0.5	i	-14	-1
18	0.6	i	-2	1
19	-0.7	i	-7	1
20	0.0	i	-5	-9

Three records drawn at random from the list so far:
item	Compound	SKN-1 inh	FAS TE block	eLon inh	MT1-MMP act inh	NRP1-CendR mod
19	CC(NC(=O)C(C)N1C(=O)C2C3CC(C(Br)C3Br)C2C1=O)c1ccccc1 (stereo not drawn)	2	11	4	-4	2
16	CC1CN(S(=O)(=O)c2ccc(C(=O)Nc3nnc(-c4ccccn4)o3)cc2)CC(C)O1 (stereo not drawn)	10	-4	-5	3	-1
15	COc1cccc(C(=O)CN2CCC(NC(=O)NC3CCCCC3)CC2)c1	12	-9	6	2	-21

item	MsrA inh	Neddylation inh	MsrA act	Rin1 Abl inh
19	-0.7	i	-7	1
16	3.5	i	-6	2
15	0.1	i	-6	-7

Individual results from the entries so far:
Value for compound 12 under MsrA act: -3
Value for compound 13 under SKN-1 inh: -13

(more compounds)
item	Compound	SKN-1 inh	FAS TE block	eLon inh	MT1-MMP act inh	NRP1-CendR mod
21	CCOC(=O)c1nc2ccccc2s1	20	-6	2	0	1
22	O=C(Nc1ccc(S(=O)(=O)NC2=NCCCCC2)cc1)c1ccc(Cl)c([N+](=O)[O-])c1	-14	17	-7	-2	1
23	Cc1ccc(CNC(=O)CCC(=O)c2cccs2)cc1	17	-8	-2	-5	-6
24	CC1C2CC(CC1(C)C)N(C(=O)Nc1ccc3nccnc3c1)C2 (stereo not drawn)	13	-3	-6	0	0
25	COc1ccc(C(=O)NCc2ccc3c(c2)OCO3)cc1S(=O)(=O)N(C)Cc1ccccc1	5	11	-2	3	1
26	Cc1c(NC(=O)C2CCCCC2)cc(C(=O)N2CCOCC2)cc1[N+](=O)[O-]	2	-6	-4	1	8
27	CC(/C=C1\N=C(SCc2ccccc2)SC1=O)=C\c1ccccc1	-1	15	1	·	-11
28	Clc1ccc(-c2cc(-c3ccccn3)on2)c(Cl)c1	66*	9	-6	-1	7
29	COc1cc(CN2CCCC(CCC(=O)NCc3ccc(C)o3)C2)cc2c1OCO2 (stereo not drawn)	-6	-6	-5	1	10
30	OC(COc1cc(Cl)c(Cl)cc1Cl)CN1CCN(c2ncccn2)CC1 (stereo not drawn)	-4	42	-8	-5	-8

item	MsrA inh	Neddylation inh	MsrA act	Rin1 Abl inh
21	0.8	i	-1	-1
22	-0.1	i	0	2
23	-0.5	i	-3	3
24	0.8	·	3	1
25	-0.2	i	-5	-1
26	0.0	i	0	-5
27	1.1	i	-14	-1
28	1.5	i	-1	-2
29	1.7	i	-1	2
30	-0.5	i	-2	0

The list continues.
item	Compound	SKN-1 inh	FAS TE block	eLon inh	MT1-MMP act inh	NRP1-CendR mod
31	O=C(NCc1cccs1)C1CCN(S(=O)(=O)c2ccc(Br)s2)CC1	-1	-1	-5	-2	6
32	Nc1ncnc2c1ncn2[C@@H]1O[C@H](C(=O)N[C@@H](CO)Cc2ccccc2)[C@@H](O)[C@H]1O	3	-4	-1	2	2
33	O=C(CC(c1ccccc1)c1cc(Br)ccc1O)NCCCN1CCOCC1 (stereo not drawn)	0	-1	1	1	0
34	COc1ccc(CNC(=O)CC2C[C@H](C(=O)N3CCCCC3)[C@@]3(C)c4[nH]c5ccccc5c4CCN3C2=O)cc1OC (stereo partly drawn)	-8	-5	-8	-2	-13
35	COc1ccc(COc2ccc3ccc(=O)oc3c2)cc1	-18	14	-2	1	-7
36	CCOC(=O)N1CCN(c2c(NCC3CCCO3)c(=O)c2=O)CC1 (stereo not drawn)	-11	2	2	1	2
37	O=C(N/N=C/c1cc([N+](=O)[O-])ccc1Cl)c1ccc2nc[nH]c2c1	-7	0	-1	-2	6
38	N=c1c2ccccc2nnn1-c1ccc(C(F)(F)F)cc1	4	-8	-9	2	-6
39	O=C(NCCCn1ccnc1)/C(=C\c1ccc(Br)cc1)NC(=O)c1ccccc1F	13	-4	11	1	-1
40	Cc1ccc(NC(=O)Cn2cccc2C2=NC(c3ccccc3)CO2)c(C)c1 (stereo not drawn)	3	0	5	-3	-3

item	MsrA inh	Neddylation inh	MsrA act	Rin1 Abl inh
31	-0.4	i	-14	-3
32	2.3	i	-2	3
33	-0.3	i	-2	3
34	0.8	i	-6	-5
35	2.1	i	-9	0
36	-0.8	i	0	1
37	1.0	i	-3	-1
38	2.0	i	-4	2
39	-0.5	i	-6	2
40	-0.5	i	0	-2

Continued.
item	Compound	SKN-1 inh	FAS TE block	eLon inh	MT1-MMP act inh	NRP1-CendR mod
41	COc1cc(NC(=S)NCCCN(C)C)c(OC)cc1NC(=O)c1ccco1	3	-4	10	2	6
42	O=C(/C=C/Nc1ccccc1)C(F)(F)F	4	-3	-2	1	-13
43	CCC(C)c1ccc(OCC(=O)Nc2ccc3[nH]c(=O)[nH]c3c2)cc1 (stereo not drawn)	11	-18	2	3	4
44	O=C(CCNC(=O)c1ccc([N+](=O)[O-])cc1)NNC(=O)c1ccncc1	-8	3	-3	-2	6
45	COc1ccc(N2C(=O)CC(SCc3ccc(Cl)cc3)C2=O)cc1 (stereo not drawn)	-3	16	4	5	1
46	Cc1c(C)c2c(OCC(=O)N[C@@H](Cc3ccccc3)C(=O)O)cc3c(c2oc1=O)CCC(C)(C)O3	2	4	-1	16	-35
47	NC(=O)c1nnn(-c2cccc(C(F)(F)F)c2)c1-c1ccccc1	0	-6	13	1	10
48	Cc1ccccc1CN(c1ccc(C(=O)N2CCCC2)cc1)S(C)(=O)=O	6	-5	-4	-1	4
49	CC1(C)CC(=O)c2c(oc3cc(O)c(O)cc23)C1	-18	-12	1	-3	4
50	O=C(c1n[nH]c(=O)c2ccccc12)N1CCN(Cc2ccc3c(c2)OCO3)CC1	9	-4	8	-1	3

item	MsrA inh	Neddylation inh	MsrA act	Rin1 Abl inh
41	3.8	i	-1	-2
42	-0.3	i	-7	4
43	0.1	i	-4	2
44	-1.0	i	-10	-3
45	1.2	i	-3	3
46	2.9	·	-11	0
47	-0.5	i	-2	2
48	-1.4	i	0	3
49	0.4	i	-14	-1
50	-0.2	i	-3	-1

Two compounds from above, limited to Neddylation inh, MsrA act and eLon inh:
nr | compound | Neddylation inh | MsrA act | eLon inh
45 | COc1ccc(N2C(=O)CC(SCc3ccc(Cl)cc3)C2=O)cc1 (stereo not drawn) | i | -3 | 4
46 | Cc1c(C)c2c(OCC(=O)N[C@@H](Cc3ccccc3)C(=O)O)cc3c(c2oc1=O)CCC(C)(C)O3 | · | -11 | -1

Back to the main list, starting 2 compounds before the break.
item	Compound	SKN-1 inh	FAS TE block	eLon inh	MT1-MMP act inh	NRP1-CendR mod
49	CC1(C)CC(=O)c2c(oc3cc(O)c(O)cc23)C1	-18	-12	1	-3	4
50	O=C(c1n[nH]c(=O)c2ccccc12)N1CCN(Cc2ccc3c(c2)OCO3)CC1	9	-4	8	-1	3
51	O=S(=O)(Nc1ccccc1Cl)c1cc(NC(=S)NCCN2CCOCC2)ccc1Cl	9	-4	-2	0	-8
52	CC(CC(=O)N1CCN(c2ccccc2)CC1)S(=O)(=O)c1ccc2c(c1)NC(=O)CS2 (stereo not drawn)	5	-2	-10	4	-3
53	COc1cc(S(=O)(=O)N2CCN(C)CC2)ccc1Cl	11	-6	-7	3	4
54	Cn1c(=O)c(S(=O)(=O)C(C)(C)C)c(O)c2ccccc21	3	-7	-6	-1	-15
55	Cc1ccc(CONC(=O)c2ccc(C)cc2)cc1	6	-1	-3	5	1
56	O=C(Nc1ccc(N2CCCC2)cc1)c1ccc(Br)cc1	12	-10	-10	-1	-3
57	COc1ccc([C@@H]2CC(=O)[C@@H]3CN(S(=O)(=O)c4ccc(C)cc4)[C@H](c4ccccc4)C[C@@H]3N2S(=O)(=O)c2ccccc2)cc1	13	77*	4	-5	16
58	COc1ccc(CN(CCC(C)C)S(=O)(=O)c2ccccc2Br)c(OC)c1	5	32	2	-9	11
59	COC(=O)Nc1c(C)nn(Cc2ccccc2C)c1C	3	-5	-3	-9	-7
60	O=C(NCc1ccccc1Cl)C1CCCN(C(=O)Nc2ccc(F)cc2)C1 (stereo not drawn)	-10	-3	4	-2	1
61	COc1cc(CNS(=O)(=O)c2ccc3c(c2)CC(C)N3C(=O)C2CCC2)cc(OC)c1OC (stereo not drawn)	0	-1	-13	-7	-4

item	MsrA inh	Neddylation inh	MsrA act	Rin1 Abl inh
49	0.4	i	-14	-1
50	-0.2	i	-3	-1
51	-0.2	i	-4	-1
52	-0.4	i	-2	1
53	0.4	i	-3	-2
54	0.9	i	-4	4
55	0.7	i	-10	1
56	0.1	i	-5	1
57	2.5	i	-4	-1
58	0.1	i	-3	-1
59	·	i	-5	0
60	0.5	i	-3	1
61	-0.9	i	-2	-1
